Assay outcomes from PubChem.
NR2E3 ag-1: activates human photoreceptor nuclear receptor NR2E3 | Q9Y5X4 | GST-NR2E3/biotin-RetCOR TR-FRET, 1536-well | inhibition of corepressor binding, % at 4.78 µM | hit rate 0.12% among 320,000 | AID 2300;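 active means percent inhibition above the cutoff of mean plus 3 SD of all tested compounds, set per screening campaign, cut at about 20% in these data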;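 further: 0% = DMSO wells and 100% = biotin wells as full block of FRET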
Target sequence (Q9Y5X4 whole entry, looked up): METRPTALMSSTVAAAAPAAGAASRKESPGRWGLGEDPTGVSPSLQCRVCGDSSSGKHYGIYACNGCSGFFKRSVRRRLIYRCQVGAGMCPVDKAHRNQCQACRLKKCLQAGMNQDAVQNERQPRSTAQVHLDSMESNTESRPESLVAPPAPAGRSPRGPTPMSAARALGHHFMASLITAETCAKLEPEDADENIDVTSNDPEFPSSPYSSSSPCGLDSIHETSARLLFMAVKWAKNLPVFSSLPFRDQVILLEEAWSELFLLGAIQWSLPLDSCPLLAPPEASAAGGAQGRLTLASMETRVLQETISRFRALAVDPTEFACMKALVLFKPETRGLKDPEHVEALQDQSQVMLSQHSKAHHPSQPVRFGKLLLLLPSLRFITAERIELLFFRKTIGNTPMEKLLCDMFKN
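Material – GST-tagged NR2E3 plus biotinylated RetCOR corepressor · Quantity – NR2E3 fusion 1.35 nM · Times – 5 h incubation at 4 °C · Medium – pH 7.5 Tris-based buffer · Technique – TR-FRET, Eu(K)-anti-GST donor, streptavidin-D2 acceptor, ex 340, em 617/671 nm · Benchmarks – high control biotin, low control 0.6% DMSO · Format – 1536-well plates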
CF NFkB inh: cystic fibrosis NF-kB activation inhibition; KKLEB NF-kB-GFP reporter, PAF-induced, GFP fluorescence overnight; inhibition, % at 5 µM; hit rate 0.86% among 360,000;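 active means at least 50% inhibition at 5 µM, scaled per plate between neutral and stimulator controls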;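 further: PAF is a Pseudomonas aeruginosa culture filtrate used as stimulus; plate controls were PAF-stimulated DMSO wells for no effect and unstimulated DMSO wells for full effect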
Vif inh: blocks HIV Vif function | hit rate 0.35% among 340,000 | inhibition, % at 7.49 µM | HEK293T cells, Vif self-association by quenched fluorescence, imaging, 24 h | AID 602346; in the data active means inhibition above about 50%, passing the limit was not always enough; further: some results filed as inactive read as strong as hits
Shn3 inh set2: Schnurri-3 reporter inhibition in Clone20 osteoblasts; Clone20 osteoblast Shn3 3'UTR firefly luciferase, 24 h; inhibition, % at 12.5 µM; hit rate 0.52% among 360,000; AID 588674;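 active means mean inhibition of at least 75% with every replicate also reaching 75%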;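 further: 0% = median of neutral control wells and 100% = pilot-screen positive control compound; some compounds past the cut are filed as inactive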
MITF TRPM1 inh: inhibitors of MITF-driven TRPM1 promoter in melanoma cells; SK-MEL-5 TRPM1 promoter luciferase, 24 h; inhibition, % at 12.5 µM; hit rate 0.83% among 330,000;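 active means mean inhibition across replicates of 60% or more, whatever share of single replicates reaches that level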; further: values of inactives mirror those of a sister screen read the other way
PDI inh: inhibitors of human protein disulfide isomerase; PDI insulin aggregation turbidity, A650, 90 min; inhibition, % at 10 µM; AID 588391; hit rate 0.052% among 350,000;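 active means mean inhibition across replicates of 30% or more, whatever share of single replicates reach that level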;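 further: absorbance from insulin aggregation driven by PDI reduction with DTT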
Target sequence (P07237 whole entry, looked up): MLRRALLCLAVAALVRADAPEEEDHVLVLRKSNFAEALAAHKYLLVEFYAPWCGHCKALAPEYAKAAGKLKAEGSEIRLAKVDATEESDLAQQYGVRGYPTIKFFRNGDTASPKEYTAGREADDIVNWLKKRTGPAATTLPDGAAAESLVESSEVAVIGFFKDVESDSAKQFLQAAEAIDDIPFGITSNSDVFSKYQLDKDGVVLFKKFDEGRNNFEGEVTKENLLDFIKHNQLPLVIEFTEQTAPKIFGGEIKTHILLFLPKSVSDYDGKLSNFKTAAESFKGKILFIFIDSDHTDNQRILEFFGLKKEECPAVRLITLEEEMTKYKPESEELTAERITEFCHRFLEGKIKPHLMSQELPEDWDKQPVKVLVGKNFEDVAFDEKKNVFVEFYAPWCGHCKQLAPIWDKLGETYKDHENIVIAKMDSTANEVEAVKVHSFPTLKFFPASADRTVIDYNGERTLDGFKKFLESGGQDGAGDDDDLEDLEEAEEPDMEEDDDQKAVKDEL
KKLEB tox: reduces viability of KKLEB cystic fibrosis airway cells | KKLEB CF airway cells viability, ATPlite luminescence, overnight; hits give low values; cells stimulated with P. aeruginosa culture filtrate | activity change (cytotoxicity), % at 5 µM | hit rate 0.36% among 360,000 | AID 602141;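 active means corrected activity change at or below -50% at 5 µM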
NR2E3 ag-2: agonists of human NR2E3 nuclear receptor | Q9Y5X4 | CHO-S Gal4-NCOR/VP16-NR2E3 two-hybrid, luciferase | inhibition of corepressor binding, % at 3.98 µM | hit rate 0.35% among 360,000 | AID 602229;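 active means inhibition above the mean of all tested compounds plus 3 SD, cut at about 70% in these data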;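 further: 0% = DMSO with NR2E3 transfected cells and 100% = cells lacking NR2E3 construct; higher means lower luciferase signal from less NR2E3 corepressor binding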
HIF-2a inh: blocks HIF-2a reporter activity; 786-0 RCC cells HIF-2a reporter, luciferase luminescence, overnight; inhibition, % at 18.8 µM; hit rate 0.72% among 360,000;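 active means inhibition of the luminescence signal of 40% or more relative to plate controls, in a single-dose primary screen at 18.75 µM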
Peg3 prom inh: inhibitors of Peg3 promoter; HeLa PEG-Prom luciferase reporter, luminescence, overnight; inhibition, % at 20 µM; hit rate 1.7% among 360,000;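 active means inhibition of at least 50% at 20 µM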
CaV13 ICDI inh: Primary screen for inhibitors of IQ motif and Ca2+-dependent inactivation inhibitor domain binding in CACNA1D, Förster resonance energy transfer in living cells, … | HEK cells, CFP/YFP FRET ICDI-IQ, plate reader, 10 min; percent FRET-ratio fall versus neutral wells | inhibition, % at 12.3 µM | hit rate 0.098% among 340,000 | AID 743397;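 active means mean replicate inhibition of at least 30% and at least 1% of replicates passing that level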;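 further: 0% = median of the neutral control wells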
* = called active by the depositor.

Screening CCOC(=O)c1c(NC(=O)COC(=O)C2CC2C)sc(C)c1C (stereo unspecified) returned NR2E3 ag-1 6, CF NFkB inh 7, Vif inh -7, Shn3 inh set2 10, MITF TRPM1 inh 5, PDI inh 1, KKLEB tox 2, NR2E3 ag-2 -4, HIF-2a inh 4, Peg3 prom inh 6 and CaV13 ICDI inh -4.
Cn1ncc(N=Cc2ccc([N+](=O)[O-])cc2)c1C(=O)Nc1ccccc1 was read as NR2E3 ag-1 -2, CF NFkB inh -20, Vif inh 7, Shn3 inh set2 16, MITF TRPM1 inh 29, PDI inh -4, KKLEB tox 3, NR2E3 ag-2 -1, HIF-2a inh 10, Peg3 prom inh 21 and CaV13 ICDI inh -4.
For COc1cc(NC(=O)c2ccc(-c3c(C)noc3C)c3ccoc23)cc(OC)c1OC the results were CF NFkB inh -64, Vif inh 23, Shn3 inh set2 -6, PDI inh -17, KKLEB tox -2, NR2E3 ag-2 11, HIF-2a inh -180, Peg3 prom inh -15 and CaV13 ICDI inh -9.
For COc1ccc2c3c([nH]c2c1)C(C)N(CCC(=O)NN)CC3 (stereo unspecified) the results were CF NFkB inh 19, Vif inh 2, Shn3 inh set2 -3, MITF TRPM1 inh 9, PDI inh 12, KKLEB tox 0, NR2E3 ag-2 -23, HIF-2a inh 27, Peg3 prom inh 12 and CaV13 ICDI inh -4.
Screening CCCn1c(N)nc2ccccc21 returned NR2E3 ag-1 1, CF NFkB inh 6, Vif inh -7, Shn3 inh set2 18, MITF TRPM1 inh -9, PDI inh -1, KKLEB tox 1, NR2E3 ag-2 6, HIF-2a inh 16, Peg3 prom inh 21 and CaV13 ICDI inh -3.
`Cc1nn(Cc2ccc(Cl)cc2Cl)c(C)c1NC(=O)C1C2CCC(O2)C1C(=O)O` (stereo unspecified) gave NR2E3 ag-1 0, CF NFkB inh 0, Shn3 inh set2 32, MITF TRPM1 inh 1, PDI inh 2, KKLEB tox 6, NR2E3 ag-2 10, HIF-2a inh 11, Peg3 prom inh 22 and CaV13 ICDI inh -1.
C=CCN(c1ccccc1)S(=O)(=O)c1ccc(Cl)c(C(=O)OCC(=O)N(C)C2CCS(=O)(=O)C2)c1 (stereo unspecified) was read as NR2E3 ag-1 -4, CF NFkB inh 6, Vif inh -8, Shn3 inh set2 9, MITF TRPM1 inh -2, PDI inh 2, KKLEB tox 3, NR2E3 ag-2 1, HIF-2a inh 16, Peg3 prom inh 21 and CaV13 ICDI inh -5.
`CCC(=O)Nc1ccc(C(=O)Nc2cc(C)on2)cc1` gave NR2E3 ag-1 3, CF NFkB inh -1, Vif inh -1, Shn3 inh set2 -33, MITF TRPM1 inh -16, PDI inh 6, KKLEB tox -2, NR2E3 ag-2 -23, HIF-2a inh -88 and Peg3 prom inh -51.
For Cc1cc2c(cc1S(=O)(=O)Nc1cccc(C)c1C)OCC(=O)N2 the results were NR2E3 ag-1 0, CF NFkB inh 4, Vif inh 7, Shn3 inh set2 9, KKLEB tox 0, NR2E3 ag-2 -18, HIF-2a inh 20, Peg3 prom inh 12 and CaV13 ICDI inh -5.
Screening CCOC(=O)N1CCN(C(=O)CN(Cc2ccc(Cl)cc2)S(=O)(=O)c2ccccc2)CC1 returned NR2E3 ag-1 -2, CF NFkB inh -22, Vif inh -6, Shn3 inh set2 11, MITF TRPM1 inh 0, PDI inh 4, KKLEB tox 10, NR2E3 ag-2 -5, HIF-2a inh 12 and Peg3 prom inh 22.
`Cc1nc2c3c4c(sc3n3c(SCC(=O)NCc5ccco5)nnc3n2n1)COC(C)(C)C4` gave CF NFkB inh -2, Vif inh -4, Shn3 inh set2 -4, MITF TRPM1 inh -2, PDI inh 22, KKLEB tox -3, NR2E3 ag-2 -13, HIF-2a inh 21, Peg3 prom inh 14 and CaV13 ICDI inh -1.
Screening Cc1ccccc1OCC(=O)OCn1nnc2ccccc2c1=O returned NR2E3 ag-1 2, CF NFkB inh 5, Vif inh -10, Shn3 inh set2 8, MITF TRPM1 inh -9, PDI inh 3, KKLEB tox 2, NR2E3 ag-2 -3, HIF-2a inh 15, Peg3 prom inh -3 and CaV13 ICDI inh -2.
Screening O=C(COc1ccccc1)Nc1nc2ccccc2[nH]1 returned NR2E3 ag-1 6, CF NFkB inh -16, Vif inh 11, Shn3 inh set2 -19, MITF TRPM1 inh -46, PDI inh -7, KKLEB tox 7, NR2E3 ag-2 -98, HIF-2a inh -252, Peg3 prom inh -299 and CaV13 ICDI inh -5.
Cc1ccc(NS(=O)(=O)c2ccc(-n3cccn3)cc2)cc1F was read as NR2E3 ag-1 -1, CF NFkB inh 1, Vif inh 1, Shn3 inh set2 27, MITF TRPM1 inh 5, PDI inh 0, KKLEB tox -20, NR2E3 ag-2 57, HIF-2a inh 14, Peg3 prom inh 9 and CaV13 ICDI inh -4.
Cc1ccc(SCC(=O)N(C)CC(=O)Nc2cccc(F)c2)cc1 was read as NR2E3 ag-1 -1, CF NFkB inh -20, Vif inh -9, Shn3 inh set2 -19, MITF TRPM1 inh 4, PDI inh 6, KKLEB tox 16, NR2E3 ag-2 25, HIF-2a inh -16, Peg3 prom inh -4 and CaV13 ICDI inh -5.
NC(=O)NN=C1CCC(OCc2ccccc2)CC1CC(=O)O (stereo unspecified) was read as CF NFkB inh 13, Vif inh -1, Shn3 inh set2 -7, KKLEB tox -12, NR2E3 ag-2 8, HIF-2a inh 0, Peg3 prom inh -3 and CaV13 ICDI inh -9.
For Cc1nc(NC(=O)c2ccccc2)sc1-c1csc(N)n1 the results were NR2E3 ag-1 4, CF NFkB inh 28, Vif inh 4, Shn3 inh set2 -11, MITF TRPM1 inh 1, PDI inh -6, KKLEB tox 9, NR2E3 ag-2 9, HIF-2a inh -196, Peg3 prom inh -120 and CaV13 ICDI inh -4.
COC(=O)C(C)NS(=O)(=O)c1ccc(NC(C)=O)cc1 (stereo unspecified) was read as NR2E3 ag-1 0, CF NFkB inh 7, Vif inh -4, Shn3 inh set2 -1, MITF TRPM1 inh -5, PDI inh -1, KKLEB tox 0, NR2E3 ag-2 4, HIF-2a inh -2, Peg3 prom inh -1 and CaV13 ICDI inh -8.
O=C(NCc1ccccn1)c1ccc(OC2CCN(Cc3ccc(Cl)s3)CC2)cc1 was read as NR2E3 ag-1 0, CF NFkB inh -37, Vif inh -20, Shn3 inh set2 17, MITF TRPM1 inh 12, PDI inh -2, KKLEB tox 8, NR2E3 ag-2 -22, HIF-2a inh 9, Peg3 prom inh 7 and CaV13 ICDI inh -4.
Screening NS(=O)(=O)c1ccc(CNC(=O)c2ccc(S(=O)(=O)C(F)F)cc2)cc1 returned NR2E3 ag-1 1, CF NFkB inh 7, Vif inh -16, Shn3 inh set2 -3, MITF TRPM1 inh 0, PDI inh 3, KKLEB tox 11, NR2E3 ag-2 13, HIF-2a inh 14, Peg3 prom inh 2 and CaV13 ICDI inh 3.
For Cc1ccc(NC(=O)CNC2CCS(=O)(=O)C2)cc1C (stereo unspecified) the results were CF NFkB inh 11, Vif inh 5, Shn3 inh set2 -2, MITF TRPM1 inh -5, PDI inh 7, KKLEB tox 5, NR2E3 ag-2 14, HIF-2a inh 11 and Peg3 prom inh 16.
For Cc1cc(C)c(C#N)c(SCc2cn3c(C)cccc3n2)n1 the results were NR2E3 ag-1 -2, CF NFkB inh 3, Vif inh -1, Shn3 inh set2 -13, MITF TRPM1 inh -15, PDI inh 10, KKLEB tox 2, NR2E3 ag-2 2, HIF-2a inh -23, Peg3 prom inh -46 and CaV13 ICDI inh -8.
`O=C(NC(Nc1ccc(F)cc1)(C(F)(F)F)C(F)(F)F)c1cccnc1` gave NR2E3 ag-1 2, CF NFkB inh 7, Vif inh -18, Shn3 inh set2 16, MITF TRPM1 inh 8, PDI inh -1, KKLEB tox 4, NR2E3 ag-2 -16, HIF-2a inh 15, Peg3 prom inh 9 and CaV13 ICDI inh -2.
`C/C(=N\NC(=O)c1ccc(-n2cnnn2)cc1)c1ccc(Cl)cc1` gave NR2E3 ag-1 1, CF NFkB inh -11, Vif inh -14, Shn3 inh set2 5, MITF TRPM1 inh -4, PDI inh -4, KKLEB tox -30, NR2E3 ag-2 24, HIF-2a inh 9, Peg3 prom inh 14 and CaV13 ICDI inh -3.
`CCOc1ncccc1C(=O)OC(C)C(=O)Nc1ccc(Cl)cn1` (stereo unspecified) gave CF NFkB inh 36, Vif inh 1, Shn3 inh set2 6, MITF TRPM1 inh 2, PDI inh -1, KKLEB tox -15, NR2E3 ag-2 25, HIF-2a inh 10, Peg3 prom inh 4 and CaV13 ICDI inh -7.
O=[N+]([O-])c1ccccc1S(=O)(=O)N1CCSCC1 was read as NR2E3 ag-1 4, CF NFkB inh -4, Vif inh -5, Shn3 inh set2 0, MITF TRPM1 inh 4, PDI inh -3, KKLEB tox 10, NR2E3 ag-2 4, HIF-2a inh 9, Peg3 prom inh 5 and CaV13 ICDI inh -2.
Screening Cc1ccccc1NC(=S)NNc1ncc(C(F)(F)F)cc1Cl returned NR2E3 ag-1 -1, CF NFkB inh 13, Shn3 inh set2 4, MITF TRPM1 inh 9, PDI inh 10, KKLEB tox -1, NR2E3 ag-2 8, HIF-2a inh -9, Peg3 prom inh -16 and CaV13 ICDI inh -4.
Screening O=C(CSc1nc2ccccc2[nH]1)c1ccccc1F returned NR2E3 ag-1 3, CF NFkB inh -14, Vif inh -9, Shn3 inh set2 -67, PDI inh -4, KKLEB tox 0, NR2E3 ag-2 -115, HIF-2a inh -233, Peg3 prom inh -377 and CaV13 ICDI inh -3.
For Cc1ccc(C(C(=O)NC2CCCCC2)N(C(=O)c2csnn2)c2ccccc2F)o1 (stereo unspecified) the results were NR2E3 ag-1 2, CF NFkB inh -8, Vif inh -8, Shn3 inh set2 -6, MITF TRPM1 inh 1, PDI inh 1, KKLEB tox 2, NR2E3 ag-2 -40, HIF-2a inh -1, Peg3 prom inh 0 and CaV13 ICDI inh -5.
CCn1nc(C(=O)OCC(=O)Nc2ncc(Cl)c(C)c2Cl)c2ccccc2c1=O was read as NR2E3 ag-1 -1, CF NFkB inh 0, Vif inh -5, Shn3 inh set2 11, MITF TRPM1 inh 3, PDI inh 2, KKLEB tox -12, NR2E3 ag-2 1, HIF-2a inh 14, Peg3 prom inh 6 and CaV13 ICDI inh -17.
For Cc1cc(C)cc(NC(=O)NC2CCCCCCC2)c1 the results were CF NFkB inh 19, Vif inh 8, Shn3 inh set2 -2, MITF TRPM1 inh -3, PDI inh 9, KKLEB tox 3, NR2E3 ag-2 -58, HIF-2a inh -88, Peg3 prom inh -77 and CaV13 ICDI inh -10.
